KKLEB cytotox: CF airway cell cytotoxicity counter-screen. AID 602141. activity change (cytotoxicity), % at 5 µM. 0.36% of 360,000 active. KKLEB CF airway cells viability, ATPlite luminescence, overnight; active compounds read low; cells stimulated with P. aeruginosa culture filtrate;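 active = corrected activity change at or below -50% at 5 µM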
TWEAK-Fn14 inh: inhibitors of TWEAK-Fn14 interaction signaling | TWEAK-stimulated Fn14 reporter cells, luciferase luminescence, 8 h | 2% of 360,000 active | inhibition, % at 10 µM; in the data active = inhibition above about 50%
TRPM1 prom inh: MITF TRPM1 promoter inhibition in SK-MEL-5 cells | SK-MEL-5 TRPM1 promoter luciferase, 24 h | inhibition, % at 12.5 µM | 0.83% of 330,000 active | AID 488899;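 active = mean inhibition across replicates of 60% or more, whatever share of single replicates reaches that level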; also: values of inactives mirror those of a sister screen read the other way
Peg3 prom inh: inhibitors of Peg3 promoter | HeLa PEG-Prom luciferase reporter, luminescence, overnight | inhibition, % at 20 µM | 1.7% of 360,000 active;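 active = inhibition of at least 50% at 20 µM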
NR2E3 ag-1: activates human NR2E3 receptor. Q9Y5X4. CHO-S Gal4-NCOR/VP16-NR2E3 two-hybrid, luciferase. inhibition of corepressor binding, % at 3.98 µM. 0.35% of 360,000 active. AID 602229;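 active = inhibition above the mean of all tested compounds plus 3 SD, cut at about 70% in these data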;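 also: 0% = DMSO with NR2E3 transfected cells and 100% = cells lacking NR2E3 construct; higher means lower luciferase signal from less NR2E3 corepressor binding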
Target sequence (Q9Y5X4 whole entry, looked up, the tested form may be a part): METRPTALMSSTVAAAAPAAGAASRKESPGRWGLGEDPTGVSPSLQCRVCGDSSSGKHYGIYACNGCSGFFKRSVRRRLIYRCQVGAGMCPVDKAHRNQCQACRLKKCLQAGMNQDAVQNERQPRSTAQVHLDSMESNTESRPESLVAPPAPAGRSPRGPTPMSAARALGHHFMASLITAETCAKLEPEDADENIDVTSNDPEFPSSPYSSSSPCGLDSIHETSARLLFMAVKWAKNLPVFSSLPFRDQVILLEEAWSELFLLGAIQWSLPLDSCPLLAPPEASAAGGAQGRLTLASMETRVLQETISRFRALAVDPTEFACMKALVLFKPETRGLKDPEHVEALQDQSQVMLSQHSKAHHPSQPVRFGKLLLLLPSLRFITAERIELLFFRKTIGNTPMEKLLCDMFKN
NR2E3 ag-2: agonists of human nuclear receptor NR2E3; GST-NR2E3/biotin-RetCOR TR-FRET, 1536-well; AID 2300; Q9Y5X4; 0.12% of 320,000 active; inhibition of corepressor binding, % at 4.78 µM;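 active = percent inhibition above the cutoff of mean plus 3 SD of all tested compounds, set per screening campaign, cut at about 20% in these data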;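 also: 0% = DMSO wells and 100% = biotin wells as full block of FRET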
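Test system: GST-NR2E3 and biotin-RetCOR proteins | Quantity: 1.35 nM GST-tagged NR2E3 final | Medium: Tris pH 7.5 | Also added: 7 nM biotin-RetCOR | Dosing: Compound at 4.8 µM, single dose | Timing: 5 h at 4 °C | Detection: Time-resolved FRET | Read-out basis: Percent inhibition | Benchmarks: Biotin wells as high control, 0.6% DMSO wells as low control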
iPSC survival up: enhancers of human iPSC single-cell survival. hiPSC single-cell survival, ATPlite luminescence; 100% = ROCK inhibitor wells, 0% = DMSO. AID 602274. survival enhancement, % at 20 µM. 0.044% of 360,000 active; in the data active = survival enhancement above about 18%;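 also: cells exposed to compounds for 16 hours before the ATP read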
Shn3 inh set2: Schnurri-3 reporter inhibition in Clone20 osteoblasts; Clone20 osteoblast Shn3 3'UTR firefly luciferase, 24 h; inhibition, % at 12.5 µM; 0.52% of 360,000 active;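 active = mean inhibition of at least 75% with every replicate also reaching 75%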;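 also: 0% = median of neutral control wells and 100% = pilot-screen positive control compound; some compounds past the cut are filed as inactive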
HIF-2a block: HIF-2a inhibition | 786-0 RCC cells HIF-2a reporter, luciferase luminescence, overnight | 0.72% of 360,000 active | AID 624352 | inhibition, % at 18.8 µM;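 active = inhibition of the luminescence signal of 40% or more relative to plate controls, in a single-dose primary screen at 18.75 µM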
CF NFkB block: inhibitors of cystic fibrosis induced NF-kB | inhibition, % at 5 µM | 0.86% of 360,000 active | KKLEB NF-kB-GFP reporter, PAF-induced, GFP fluorescence overnight;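 active = at least 50% inhibition at 5 µM, scaled per plate between neutral and stimulator controls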;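 also: PAF is a Pseudomonas aeruginosa culture filtrate used as stimulus; plate controls were PAF-stimulated DMSO wells for no effect and unstimulated DMSO wells for full effect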
aDG glyco up: alpha-DG glycosylation activation. 0.22% of 360,000 active. Pro5-aDG cells, alpha-DG glycosylation AlphaScreen (IIH6); 0% Pro5, 100% B10-LARGE cell signal. activation, % at 10 µM;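 active = activation of at least 8% versus controls, or a plate z-score of at least 8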;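 also: Pro5 are CHO cells carrying HIG-tagged alpha-DG that lacks glycosylation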
* = called active by the depositor; nt = not tested or not shown.

SMILES	KKLEB cytotox	TWEAK-Fn14 inh	TRPM1 prom inh	Peg3 prom inh	NR2E3 ag-1	NR2E3 ag-2	iPSC survival up	Shn3 inh set2	HIF-2a block	CF NFkB block	aDG glyco up
O=S(=O)(NC1CCCCC1)c1ccc(-c2csnn2)s1	4	-1	-1	12	24	2	-1.7	19	26	-6	0.3
CC1(C)Cc2ccccc2C(=NCCCC(=O)O)N1	3	3	1	10	18	-2	-0.9	-11	17	-1	-0.1
CCOC(=O)C1CCCN(c2cc(C)nc3cc(-c4ccc(F)cc4)nn23)C1 (stereo not drawn)	-4	-11	-9	-7	-28	-1	-2.3	-15	-11	2	0.1
CC1CCN(c2c(NCc3ccc(C(=O)NCc4cccnc4)cc3)c(=O)c2=O)CC1	1	-28	5	8	-9	1	-0.4	-10	13	0	-0.3
Cc1ccc(NC(=O)[C@H](C)NC(=O)C2CCN(C(=O)[C@@H](N)C(C)C)CC2)cc1	2	-40	-11	-1	2	-4	1.1	-9	-17	-10	0.1
CNC(C)C(=O)NC(C(=O)N1CCCC1C(=O)NNc1ccccc1)C(C)C (stereo not drawn)	4	-4	10	7	-4	3	1.6	-6	13	-25	0.0
CCc1ccc(NC(=O)C2CCCN(S(=O)(=O)c3ccc4c(c3)CC(C)N4C(C)=O)C2)cc1 (stereo not drawn)	7	20	nt	12	-58	6	3.8	61	20	18	0.1
CC1(C(=O)NS(=O)(=O)c2ccccc2Cl)CCN1C(=O)C1(c2ccccc2)CC1 (stereo not drawn)	-26	13	nt	11	-32	nt	-1.6	-14	4	21	0.0
COc1ccc(S(=O)(=O)N(CC(=O)Nc2ccccc2C(=O)N2CCOCC2)c2ccc(F)cc2)cc1	-2	15	-4	17	0	1	0.3	-15	18	-10	0.3
CS(=O)(=O)Nc1ccc(C(=O)NCCC2=CCCCC2)cc1	-1	-3	-42	-119	-16	-5	0.1	-40	-140	-2	0.0
O=C(CSc1nnc(COc2ccccc2)o1)c1ccccc1	-11	-1	1	-10	-31	-2	-0.8	3	-17	9	-0.2
Cc1ccc(NC(=O)COC(=O)/C=C/c2cccs2)c(C)c1	3	-3	-2	-10	31	-2	0.1	17	16	3	0.2
Cc1cc(Br)ccc1NC(=O)CN(C)C(=O)C1CCN(c2ncnc3sc(C)c(C)c23)CC1	-6	59*	34	35	62	nt	0.0	19	6	37	0.6
COC(=O)c1cc2ccsc2n1Cc1cccc(F)c1	0	-39	12	-20	-21	1	2.0	-14	-9	-29	0.2
Cc1cccc(C(=O)NC(=S)NNC(=O)COc2c(C)cccc2C)c1	-10	2	9	-25	-5	-2	-0.8	1	14	1	-0.1
COc1ccc(-c2sccc2C(C)C(=O)O)cc1 (stereo not drawn)	-13	11	-9	17	0	-3	3.4	4	10	16	0.2
O=S(=O)(Nc1ccccc1N1CCCCC1)c1ccc(F)cc1	10	-10	-21	10	13	0	0.1	5	5	-2	0.4
Cc1ccc2c(C)c(C(=O)Nc3cccnc3)oc2c1C	9	-19	3	-21	5	nt	-0.5	-8	-31	-12	-0.1
CC(C)C(=O)Nc1ncc(C(F)(F)F)cc1Cl	7	3	5	2	-42	-3	-0.3	1	1	-9	-0.1
CCOC(=O)C1=C(c2ccccc2)NC(=O)NC1c1ccc(OCC#N)c(OC)c1 (stereo not drawn)	19	9	-1	1	-12	-1	5.9	-7	7	-6	0.4
CCOC(=O)c1ccc(NC(=O)NCc2c(C)nn(CC)c2C)cc1	8	12	5	7	1	1	-0.1	-6	8	-21	-0.1
Cc1ccc(S(=O)(=O)N2CCC(=O)N(C(COCc3cccc(C(F)(F)F)c3)Cc3ccccc3)CC2)cc1 (stereo not drawn)	-1	27	-16	22	11	0	-0.6	37	8	10	0.4
COc1cc(NC(=O)c2cccc(F)c2)ccc1NC(=O)c1cc2ccccc2o1	-14	-37	24	13	-21	-2	-0.6	-27	-12	20	-0.2
COc1ccc2ccc(=O)oc2c1CC(=O)C(C)C	-4	-21	nt	5	0	nt	1.7	-1	1	-12	0.0
Cc1cc(C)c2c(=O)n3c(nc2c1)C(C)NC(=O)c1cccnc1-3 (stereo not drawn)	11	-3	nt	-8	-12	nt	-1.4	0	15	-9	0.0
CCCc1cc(=O)oc2cc(C)cc(OCC(=O)NCC(O)c3ccccc3)c12 (stereo not drawn)	-8	-41	10	-4	-8	2	0.2	-2	11	-5	-0.1
COc1cc(OC)c(NS(=O)(=O)c2coc(C(N)=O)c2)cc1Cl	16	-15	-7	0	-16	0	-0.1	-14	6	10	-0.2
CN(C)CC(C)(C)CNS(=O)(=O)CC12CCC(CC1=O)C2(C)C (stereo not drawn)	15	-13	-9	1	4	1	-1.5	12	10	7	0.1
O=C(NCc1ccco1)c1ccccc1Br	13	-2	2	-9	16	1	5.2	4	3	1	0.1
Cc1c(Cl)cccc1NC(=O)COC(=O)Cc1ccsc1	17	-4	1	-2	24	3	0.9	1	8	13	-0.1

A draw from above in order of SMILES length, high to low:
SMILES	KKLEB cytotox	TWEAK-Fn14 inh	TRPM1 prom inh	Peg3 prom inh	NR2E3 ag-1	NR2E3 ag-2	iPSC survival up	Shn3 inh set2	HIF-2a block	CF NFkB block	aDG glyco up
Cc1ccc(S(=O)(=O)N2CCC(=O)N(C(COCc3cccc(C(F)(F)F)c3)Cc3ccccc3)CC2)cc1 (stereo not drawn)	-1	27	-16	22	11	0	-0.6	37	8	10	0.4
CCOC(=O)C1=C(c2ccccc2)NC(=O)NC1c1ccc(OCC#N)c(OC)c1 (stereo not drawn)	19	9	-1	1	-12	-1	5.9	-7	7	-6	0.4
CCCc1cc(=O)oc2cc(C)cc(OCC(=O)NCC(O)c3ccccc3)c12 (stereo not drawn)	-8	-41	10	-4	-8	2	0.2	-2	11	-5	-0.1
Cc1cc(C)c2c(=O)n3c(nc2c1)C(C)NC(=O)c1cccnc1-3 (stereo not drawn)	11	-3	nt	-8	-12	nt	-1.4	0	15	-9	0.0
CN(C)CC(C)(C)CNS(=O)(=O)CC12CCC(CC1=O)C2(C)C (stereo not drawn)	15	-13	-9	1	4	1	-1.5	12	10	7	0.1
COc1cc(OC)c(NS(=O)(=O)c2coc(C(N)=O)c2)cc1Cl	16	-15	-7	0	-16	0	-0.1	-14	6	10	-0.2
CCOC(=O)c1ccc(NC(=O)NCc2c(C)nn(CC)c2C)cc1	8	12	5	7	1	1	-0.1	-6	8	-21	-0.1
Cc1c(Cl)cccc1NC(=O)COC(=O)Cc1ccsc1	17	-4	1	-2	24	3	0.9	1	8	13	-0.1
COc1ccc2ccc(=O)oc2c1CC(=O)C(C)C	-4	-21	nt	5	0	nt	1.7	-1	1	-12	0.0
O=C(NCc1ccco1)c1ccccc1Br	13	-2	2	-9	16	1	5.2	4	3	1	0.1

Next part
SMILES	KKLEB cytotox	TWEAK-Fn14 inh	TRPM1 prom inh	Peg3 prom inh	NR2E3 ag-1	NR2E3 ag-2	iPSC survival up	Shn3 inh set2	HIF-2a block	CF NFkB block	aDG glyco up
CCN(C(=O)COC(=O)CNC(=O)c1ccc(C)cc1)c1c(N)n(Cc2ccccc2)c(=O)[nH]c1=O	-4	-3	5	7	-11	0	-3.0	-4	5	8	0.0
Cc1csc(SCC(=O)NC(=O)NC(C)(C)C)n1	-18	-39	1	4	-12	-1	0.6	-2	6	-3	-0.6
O=C(CSc1nc2c(cnn2-c2cccc(Cl)c2)c(=O)[nH]1)NCC1CCCO1 (stereo not drawn)	-6	-4	-4	10	-33	3	-0.3	5	3	-14	0.0
COc1ccc(NC(=O)CN2CCN(c3nc(-c4cccc(OC)c4)cs3)CC2)cc1	-1	4	7	7	25	-1	-2.2	6	-7	-16	0.2
NC(=S)N/N=C/c1c(O)ccc2ccccc12	19	16	24	29	75*	-2	0.2	30	-21	-13	0.6
CCN(C(=O)CSc1nnc2c3ccccc3n(CC)c2n1)C1CCS(=O)(=O)C1 (stereo not drawn)	-12	-17	-18	18	-1	2	-1.1	-2	9	7	-0.3
O=C(CCCOc1ccc(Cl)cc1Cl)NCCc1ccccn1	-4	31	1	33	-6	0	0.2	-28	59*	3	0.1
Nc1nccc(-c2ccc(-n3cnc4ccccc43)cc2)n1	-9	53*	-38	-127	-42	5	-0.1	-4	-140	77*	0.2
COc1ccc(S(=O)(=O)n2c(CCN3CCOCC3)nc3ccccc32)cc1	-8	-17	1	1	-28	0	0.3	21	-25	4	0.1
CC(=O)Nc1ccc(S(=O)(=O)N(C)CC(=O)NCCOc2ccccc2)cc1	-1	17	-4	3	-23	nt	0.2	-42	-1	-14	-0.5

Some of the entries so far, as comma-separated lines:
SMILES,KKLEB cytotox,TWEAK-Fn14 inh,TRPM1 prom inh,Peg3 prom inh,NR2E3 ag-1,NR2E3 ag-2,iPSC survival up,Shn3 inh set2,HIF-2a block,CF NFkB block,aDG glyco up
Cc1csc(SCC(=O)NC(=O)NC(C)(C)C)n1,-18,-39,1,4,-12,-1,0.6,-2,6,-3,-0.6
O=C(CSc1nc2c(cnn2-c2cccc(Cl)c2)c(=O)[nH]1)NCC1CCCO1 (stereo not drawn),-6,-4,-4,10,-33,3,-0.3,5,3,-14,0.0

New compounds follow.
SMILES	KKLEB cytotox	TWEAK-Fn14 inh	TRPM1 prom inh	Peg3 prom inh	NR2E3 ag-1	NR2E3 ag-2	iPSC survival up	Shn3 inh set2	HIF-2a block	CF NFkB block	aDG glyco up
COc1ccc(OC)c(S(=O)(=O)Nc2cccc(-c3ccc4nncn4n3)c2)c1	-17	9	13	29	-18	-1	2.1	11	15	10	-0.1
Cc1ccc(NC(=O)c2ccc(S(=O)(=O)N3CCCC3)cc2)nc1	-11	-8	-11	-38	-2	2	-0.5	-9	-42	-4	-0.1
CC(=O)c1ccc(-c2nnc(CCC(=O)N(C)Cc3c(C)nc4ccccn34)o2)s1	5	4	1	0	-11	3	0.9	-40	19	-9	-0.2
CCCCOC(=O)n1c(=O)oc2cc(S(=O)(=O)N3CCCCC3)ccc21	14	25	-3	17	15	3	-1.3	18	-16	5	0.1
CCOc1ccc2c(c1)C(c1ccc(C)cc1)=NNC(c1ccc(C)cc1)=N2	1	43	-44	-246	-63	1	-1.1	-68	-242	-12	0.1
Cc1ccc(NC(=O)NC2C(NC(=O)Nc3ccc(C)cc3)N(C)C(=O)N2C)cc1 (stereo not drawn)	7	-2	8	24	2	4	-2.1	-42	12	15	-0.4
Cc1ccc(S(=O)(=O)N2C[C@H]3C(=O)C[C@@H](c4ccc(Cl)cc4)N(S(=O)(=O)c4ccc(C)cc4)[C@H]3C[C@H]2c2cccc3ccccc23)cc1	-10	-1	nt	12	-1	nt	-1.6	6	9	29	-0.3
COc1ccccc1NS(=O)(=O)c1cccc(C(=O)NCc2ccco2)c1	3	-5	-7	10	-27	4	-0.5	-73	11	-2	0.1
CCOC(=O)Cn1c(-c2ccc(Cl)nc2)nc2ccccc21	1	0	0	-3	2	0	-0.1	4	0	-8	0.1
CCOc1ccccc1C(=O)N(Cc1ccccc1)Cc1cc2cc3c(cc2[nH]c1=O)OCCO3	-62*	8	6	61*	-10	-3	2.2	-7	2	48	-0.3
